Ecoli viability = reduces bacterial viability in AddAB counter-screen. E. coli V3065 growth, OD600 absorbance, 18 h. inhibition, % at 11.9 µM. 330,000 compounds, 0.27% hits. AID 449728;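 active = inhibition above the campaign's mean inhibition across all tested compounds plus 3 SD, cut at about 9.9% in these data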;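 note: uninfected addAB+ strain grown without phage in ampicillin broth; 0% = DMSO wells and 100% = ciprofloxacin 0.95 µg/ml wells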
AddAB inh = less growth of phage-infected E. coli with AddAB; E. coli expressing H. pylori AddAB, absorbance growth; inhibition, % at 11.9 µM; 330,000 compounds, 0.29% hits; AID 435030; in the data active = inhibition above about 12%;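 note: 0% = vehicle wells of infected cells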
Tat export inh = E. coli Tat transport inhibition; E. coli MC4100 TorA-mCherry Tat export, fluorescence; AID 488895; inhibition, % at 10 µM; 340,000 compounds, 0.036% hits;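 active = mean replicate inhibition at least 50% and at least half of replicates individually reaching 50%; inconclusive = only one of the two criteria met; inactive = neither criterion met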;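 note: exported cargo escapes ClpAP degradation while cytoplasmic cargo is degraded and loses fluorescence; 0% = median of neutral control wells and 100% = median of NaSCN control wells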
PfHsp90 set2 = growth inhibition of yeast expressing Plasmodium Hsp90. AID 504621. S. cerevisiae expressing PfHsp90, BacTiter-Glo ATP, 48 h; yeast lacking PDR1 and PDR3 efflux regulators. 310,000 compounds, 0.32% hits. inhibition, % at 9.4 µM;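 active = every replicate shows inhibition above about 80%, whatever the replicate mean, limit read from the data; inconclusive = mean inhibition reaches the set limit but some replicate falls short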;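 note: 0% = DMSO neutral controls and 100% = 20 µM radicicol positive controls; yeast relying on Plasmodium falciparum Hsp90 in place of its own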
PvdQ acylase = P. aeruginosa PvdQ acylase inhibition | purified PvdQ acylase, fluorescence plate reader | 340,000 compounds, 0.063% hits | inhibition, % at 10 µM; in the data active = inhibition above about 30%, passing the limit was not always enough; inconclusive = no clear call, values can overlap the other calls;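 note: 0% = vehicle neutral wells and 100% = reference inhibitor wells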
CAL PDZ FP = inhibitors of human CAL PDZ peptide binding; purified CAL PDZ, TMR-peptide fluorescence polarization, 1 h; inhibition, % at 20 µM; 330,000 compounds, 0.02% hits;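 active = highest replicate inhibition of at least 40%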;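 note: plate controls were DMSO neutral control wells for no effect and unlabeled competitor peptide control wells for full effect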
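Assay system – tagged CAL PDZ protein CerCALP, purified · Timing – 1 h at RT · Compound – single point, 20 µM · Measured by – fluorescence polarization from S- and P-plane intensities, G-factor corrected · Evaluation – inhibition from polarization loss · Probe or stimulus – TMR reporter peptide T*-PRC34 · Buffer or medium – pH 7.4 phosphate-saline buffer, reducing agent, detergent, IgG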
phage Ecoli inh = E. coli growth loss with phage present; growth absorbance; inhibition, % at 11.9 µM; 360,000 compounds, 0.26% hits; AID 651602; in the data active = inhibition above about 11%
DAGLB inhibitor = blocks human DAGLB lipase activity; Q8NCG7; HEK293T DAGLB membrane lysate, EnzChek fluorogenic substrate; inhibition, % at 5.17 µM; 340,000 compounds, 0.059% hits; AID 504411; in the data active = inhibition above about 34%;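 note: 0% = enzyme with vehicle and 100% = wells lacking enzyme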
Target sequence (Q8NCG7 whole entry, looked up): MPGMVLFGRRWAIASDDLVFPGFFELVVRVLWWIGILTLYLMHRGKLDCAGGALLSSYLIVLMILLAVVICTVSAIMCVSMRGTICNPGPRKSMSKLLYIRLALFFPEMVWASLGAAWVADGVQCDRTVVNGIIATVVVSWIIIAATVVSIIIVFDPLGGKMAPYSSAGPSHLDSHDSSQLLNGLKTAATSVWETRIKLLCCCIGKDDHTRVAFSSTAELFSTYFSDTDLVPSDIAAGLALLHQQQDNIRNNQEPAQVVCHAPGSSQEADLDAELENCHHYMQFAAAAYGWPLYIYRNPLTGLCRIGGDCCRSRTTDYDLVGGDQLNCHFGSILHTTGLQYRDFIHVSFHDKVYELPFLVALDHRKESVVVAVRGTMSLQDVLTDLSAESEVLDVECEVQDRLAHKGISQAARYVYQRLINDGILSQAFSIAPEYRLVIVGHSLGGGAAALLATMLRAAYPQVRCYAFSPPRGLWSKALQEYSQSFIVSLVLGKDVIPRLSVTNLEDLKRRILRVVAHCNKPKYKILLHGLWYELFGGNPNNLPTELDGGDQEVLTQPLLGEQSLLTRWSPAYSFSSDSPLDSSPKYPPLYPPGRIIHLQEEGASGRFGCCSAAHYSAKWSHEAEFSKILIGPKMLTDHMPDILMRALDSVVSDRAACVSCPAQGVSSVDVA
Wnt bcat act = activates Wnt/beta-catenin signaling in a reporter cell assay; activator, plate reader; activation, % at 9.35 µM; 300,000 compounds, 1.2% hits; in the data active = activation above about 30%, passing the limit was not always enough; inconclusive = no clear call, values can overlap the other calls;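 note: 0% = neutral control wells and 100% = positive control wells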
Rtt109 HAT inh = C. albicans Rtt109 histone acetyltransferase inhibition. purified Rtt109/Vps75, ThioGlo CoA-SH fluorescence, 4 h. inhibition, % at 34.9 µM. 330,000 compounds, 0.16% hits. AID 540336;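 active = inhibition of at least 50% in every replicate; inconclusive = best replicate reaches 50% inhibition but some replicates fall short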
Target sequence (Q5AAJ8 whole entry, looked up): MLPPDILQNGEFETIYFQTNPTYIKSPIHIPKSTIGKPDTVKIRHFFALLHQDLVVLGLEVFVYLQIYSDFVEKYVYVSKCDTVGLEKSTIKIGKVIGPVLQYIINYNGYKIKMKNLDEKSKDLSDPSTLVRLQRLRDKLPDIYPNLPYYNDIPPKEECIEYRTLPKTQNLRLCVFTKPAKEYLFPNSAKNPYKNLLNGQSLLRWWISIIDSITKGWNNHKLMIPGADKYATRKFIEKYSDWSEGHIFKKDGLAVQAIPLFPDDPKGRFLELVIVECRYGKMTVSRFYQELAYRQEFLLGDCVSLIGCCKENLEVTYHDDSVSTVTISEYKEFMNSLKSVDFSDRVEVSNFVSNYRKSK
* = called active by the depositor; ? = inconclusive; · = no result given.

SMILES	Ecoli viability	AddAB inh	Tat export inh	PfHsp90 set2	PvdQ acylase	CAL PDZ FP	phage Ecoli inh	DAGLB inhibitor	Wnt bcat act	Rtt109 HAT inh
OCC1(Cc2ccc(F)cc2)CCCN(CCc2ccccc2)C1 (stereo unspecified)	-0.4	1.4	-2	-16	-11	2.0	1.6	0	-3	-8
CCN(C#N)c1nc(NC(C)C)nc(NC(C)C)n1	0.7	0.7	-5	-6	0	-0.1	·	-3	0	0
CC(NC(=O)C1CCCC1)c1ccccc1 (stereo unspecified)	·	·	-4	0	6	0.3	2.8	-2	0	9
CCN(CC)S(=O)(=O)c1ccc(N=NC2=C(O)CCCC2=O)cc1	-0.8	0.2	3	3	-12	-0.8	4.0	-1	3	3
COc1cccc2[nH]c3c(=O)n(CCCN4CCOCC4)cnc3c12	1.8	1.8	-2	8	-1	-1.6	-0.9	0	1	20
O=C(NCC1CC1)[C@@H]1C[C@H]1[C@@H](NP(=O)(c1ccccc1)c1ccccc1)c1ccccc1	-1.6	3.9	-10	0	-1	-0.6	4.4	-2	-1	-2
CCOc1ccc(-c2nnc(-c3cccs3)o2)cc1OCC	1.0	-1.7	-13	·	-21	-5.1	1.2	-10	·	-14
CCNC(=O)CCc1nc(-c2ccc(C)cc2)no1	2.0	0.9	0	-9	-19	0.0	2.2	-2	-6	-24
CC(C)(C)OC(=O)NC(Cc1ccccc1)C(=O)N1CCCC1C(=O)O (stereo unspecified)	1.1	-0.6	-3	-5	-12	-0.1	-0.4	-1	-2	-2
C=CCOc1ccc(C2=NOC(C(=O)Nc3ccc4c(c3)OCCO4)C2)cc1 (stereo unspecified)	-1.7	0.4	-9	-11	-12	0.8	2.9	-3	-2	·
Cc1c(NC(=O)/C(C#N)=C/c2c(Oc3ccccc3)nc3ccccn3c2=O)c(=O)n(-c2ccccc2)n1C	0.0	0.3	-2	8	-3	-2.9	2.1	0	·	-14
CN(C)/C=C(\C=O)c1cccc(Cl)c1	0.9	2.8	8	14	-10	-1.1	2.5	1	-5	-3
CC1C(=O)C(C)C(c2cc(Cl)ccc2O)NC1c1cc(Cl)ccc1O (stereo unspecified)	4.7	1.6	-7	13	-9	0.2	5.8	-2	0	5
CCc1nnc(NC(=O)CSc2nc3[nH]ncc3c(=O)[nH]2)s1	-0.3	1.1	-3	·	-5	-1.2	2.6	-1	-10	1
Cc1ccc(-c2nnc(SCC(=O)NNC(=O)COc3cccc(C)c3)n2C)cc1	-1.2	-2.7	-4	-8	-5	-2.1	1.0	4	·	-1
NC(=O)c1sc2nc3c(c(-c4ccccc4)c2c1N)CCC3	-2.0	0.1	3	-25	-11	-2.4	0.0	1	·	-2
Cc1ccc2c(c1)C(c1ccncc1)=NNC(c1ccccc1)=N2	-1.0	2.3	1	14	-18	-1.9	3.0	-1	3	-4
Cc1nnc(SCC(=O)NNC(=O)COc2ccc(Cl)cc2)n1C	-0.9	0.9	14	4	11	-0.5	1.3	-2	-1	1
CC(C)C1NC(=S)N(Cc2ccccc2)C1=O (stereo unspecified)	0.6	1.5	14	·	-5	-2.2	1.2	1	-1	0
Cc1nc2sccn2c(=O)c1S(=O)(=O)N1CCN(c2ccc(F)cc2)CC1	-0.9	5.0	-7	2	5	-0.4	1.4	-2	0	6
CCCCSc1nnc(-c2ccc(NC(=O)CC)cc2)n1C	-2.0	-1.6	11	20	-12	-0.2	2.8	2	·	6
COc1ccc(S(=O)(=O)Cc2ccc(C(=O)NCCCN3CCc4ccccc4C3)o2)cc1	-0.5	2.4	-2	-13	-6	0.4	1.1	-2	0	17
C[C@]12C=CC(=O)C=C1CC[C@@H]1[C@@H]2[C@@H](O)C[C@@]2(C)[C@H]1CC[C@]2(O)C(=O)COC(=O)CCC(=O)O	-1.7	0.4	-3	-20	-4	-1.0	2.2	3	7	5
Cc1nnc(SCC(=O)N(C)CC(=O)Nc2ccc(F)cc2)n1Cc1ccccc1	4.0	0.0	0	·	-17	-2.3	2.2	1	-1	-3
O=C(CCn1c(=O)sc2ccccc21)NCCC1=CCCCC1	0.2	1.1	-2	-32	-6	-0.3	2.5	3	-3	-1

Following part:
SMILES	Ecoli viability	AddAB inh	Tat export inh	PfHsp90 set2	PvdQ acylase	CAL PDZ FP	phage Ecoli inh	DAGLB inhibitor	Wnt bcat act	Rtt109 HAT inh
COc1ccc2sc(NC(=O)CC(C)C)nc2c1	2.1	2.4	-8	12	-16	-1.3	-0.2	-5	57*	-3
CC(OC(=O)c1ccc2c(=O)n3c(nc2c1)CCC3)C(=O)NC1CCCCC1C (stereo unspecified)	0.3	0.3	4	-37	-5	-3.4	1.3	2	-3	-3
Brc1ccc(-c2nnc3n2-c2ccccc2CC3)cc1	1.1	2.0	-5	-18	-9	-2.9	-0.5	2	·	3
COC(=O)C1CCN(C(=O)/C(C)=C\c2ccccc2)CC1	-2.5	4.4	-1	-6	-17	·	-0.3	1	2	-2
CCOc1ccc(N(CC(=O)NCc2ccc(C)cc2)S(=O)(=O)c2c(C)[nH]c(=O)[nH]c2=O)cc1	1.4	2.7	-5	-12	-17	-0.9	·	3	·	4
Cc1ccc2cn[nH]c2c1[N+](=O)[O-]	-0.4	0.6	-4	7	-13	-2.7	4.8	0	-11	-3
COc1cc(OC)nc(NC(=O)NS(=O)(=O)c2ccc(OC(F)(F)F)cc2)n1	-1.8	-0.1	6	1	-1	0.4	0.3	0	·	0
Cc1ccc(C(=O)/C=C/c2cc(Br)cc(Br)c2O)o1	-0.1	-1.2	?	-5	12	0.2	3.0	26	0	-5
Cc1cccc(C)c1OCc1cc(C(=O)NC2CCC2)no1	-1.1	0.2	-1	24	-4	-3.2	2.3	-1	6	-3
C/C(=N\NC(=O)CCCNc1ccccc1)c1ccncc1	-1.0	7.0	-3	7	5	-0.2	2.7	-3	-2	3
CC(C)(C)NC(=O)C(c1cccs1)N(C(=O)c1csnn1)c1cccc(F)c1 (stereo unspecified)	2.5	5.2	2	1	-26	-12	4.3	3	-1	7
Cc1cc(C)cc(N=C2NC(=O)CS2)c1	0.4	0.0	-7	16	-14	-0.8	1.8	4	2	-3
Cc1ccc(NC(=O)c2cc(S(=O)(=O)N3CCCC3)cn2C)cc1C	2.2	0.0	2	25	-20	-1.5	3.4	-5	-3	1
Cc1ccc(NS(=O)(=O)c2ccc(C)c(C(=O)Nc3ccc(S(=O)(=O)Nc4onc(C)c4C)cc3)c2)cc1	·	·	-9	-4	-9	0.2	1.6	7	-1	5
Cc1cccc(N2CCN(C(=O)Cn3cnc4c3c(=O)n(C)c(=O)n4C)CC2)c1C	0.8	1.7	-10	8	0	-0.6	3.4	-4	·	4
COc1ccc(CCN2CCC(CN3C(=S)NC[C@@H]3CC(C)C)CC2)cc1OC	·	·	-3	1	-10	0.2	3.1	1	-1	-14
O=C(COC(=O)CNS(=O)(=O)c1c(Cl)cccc1Cl)Nc1ccccc1Sc1ccccc1	1.3	-0.2	-7	25	-2	-0.8	4.2	2	-2	4
CSc1ncnc2c1cnn2-c1ccc(C)cc1C	-0.7	0.1	-3	11	-10	-1.2	3.6	-5	0	-8
CCN(CC)C(=O)c1[nH]cnc1C(=O)N[C@@H](CC(C)C)C(=O)OC(C)(C)C	0.4	-0.6	7	·	6	0.9	2.5	-2	0	-2
COc1ccc(N(CC(=O)Nc2cc(C)ccc2C)S(=O)(=O)c2c(C)nn(C)c2C)cc1	-0.6	-2.0	1	12	9	0.0	1.6	-1	-3	0
O=C(Nc1c2c(nn1-c1cccc(Cl)c1)CS(=O)(=O)C2)c1ccc2c(c1)OCO2	0.2	3.5	5	8	-7	-2.5	3.9	1	0	0
O=C(NN=C1CCCC1)c1n[nH]c2c1CCCC2	-3.8	2.3	-3	-14	-6	-1.8	1.5	-1	54*	8
CC(=O)Nc1cccc(C)c1	0.5	1.2	3	-25	-10	-1.1	3.7	-1	3	0
CC(C)[C@H]1COC(NC2=N[C@@H](C(C)C)CO2)=N1	-1.7	1.9	12	-14	-16	-0.4	2.4	0	-1	-2
Cc1ccccc1S(=O)(=O)Cc1ccc(C(=O)NCCCN2CCC(C)CC2)o1	1.1	3.6	-2	-3	-17	-2.9	1.8	1	-5	-9

(list continues)
SMILES	Ecoli viability	AddAB inh	Tat export inh	PfHsp90 set2	PvdQ acylase	CAL PDZ FP	phage Ecoli inh	DAGLB inhibitor	Wnt bcat act	Rtt109 HAT inh
CCOC(=O)C1(CCc2ccccc2)CCN(Cc2ccc(OC)cc2)CC1	0.6	3.8	-3	3	0	-0.5	4.9	-2	-1	1
Cc1nn(C)cc1CN1CCCC(C(=O)c2ccc(-c3ccccc3)cc2)C1 (stereo unspecified)	-1.4	1.9	-6	8	-1	-1.4	2.9	0	-3	9
O=S(=O)(c1ccccc1)c1cnc(-c2cccnc2)nc1-c1ccccc1	-3.9	0.3	-1	3	-5	-0.8	4.4	-1	·	6
COc1ccc(NC(=S)N(CCCN2CCOCC2)Cc2cn(C)c3ccccc23)cc1OC	-0.7	0.8	8	-19	-9	0.0	1.6	2	·	-4
C=CCC(C(=O)NC(C)c1ccccc1)C(=O)NC(C)c1ccccc1 (stereo unspecified)	1.6	-0.9	0	5	-10	-0.8	0.9	-1	-1	5
O=C1c2cccc3cccc(c23)C(=O)N1c1ccc2ncccc2c1	-1.9	-2.5	16	-11	2	0.0	4.4	2	-2	3
O=C(N/N=C1/SCC(=O)N1Cc1ccco1)c1ccccc1F	0.4	-2.4	1	-6	-4	-0.8	0.5	2	-3	-5
CCN(CC)S(=O)(=O)c1cccc(NC(=O)CCNC(=O)NC23CC4CC(CC(C4)C2)C3)c1	0.2	0.2	-4	-17	-14	-1.8	·	-4	·	-8

Some entries already given, showing only Tat export inh and Rtt109 HAT inh:
molecule | Tat export inh | Rtt109 HAT inh
COc1ccc(NC(=S)N(CCCN2CCOCC2)Cc2cn(C)c3ccccc23)cc1OC | 8 | -4
C=CCC(C(=O)NC(C)c1ccccc1)C(=O)NC(C)c1ccccc1 (stereo unspecified) | 0 | 5

7 entries out of the list, ordered by length of the SMILES, low to high:
SMILES	Ecoli viability	AddAB inh	Tat export inh	PfHsp90 set2	PvdQ acylase	CAL PDZ FP	phage Ecoli inh	DAGLB inhibitor	Wnt bcat act	Rtt109 HAT inh
O=C(N/N=C1/SCC(=O)N1Cc1ccco1)c1ccccc1F	0.4	-2.4	1	-6	-4	-0.8	0.5	2	-3	-5
CC(C)[C@H]1COC(NC2=N[C@@H](C(C)C)CO2)=N1	-1.7	1.9	12	-14	-16	-0.4	2.4	0	-1	-2
C=CCC(C(=O)NC(C)c1ccccc1)C(=O)NC(C)c1ccccc1 (stereo unspecified)	1.6	-0.9	0	5	-10	-0.8	0.9	-1	-1	5
O=S(=O)(c1ccccc1)c1cnc(-c2cccnc2)nc1-c1ccccc1	-3.9	0.3	-1	3	-5	-0.8	4.4	-1	·	6
Cc1ccccc1S(=O)(=O)Cc1ccc(C(=O)NCCCN2CCC(C)CC2)o1	1.1	3.6	-2	-3	-17	-2.9	1.8	1	-5	-9
COc1ccc(NC(=S)N(CCCN2CCOCC2)Cc2cn(C)c3ccccc23)cc1OC	-0.7	0.8	8	-19	-9	0.0	1.6	2	·	-4
CCN(CC)S(=O)(=O)c1cccc(NC(=O)CCNC(=O)NC23CC4CC(CC(C4)C2)C3)c1	0.2	0.2	-4	-17	-14	-1.8	·	-4	·	-8
